Screening results: PubChem, several laboratories
PfHsp90 set2: growth inhibition of PfHsp90-expressing yeast, primary screen, antimalarial PfHsp90 inhibitor project, S. cerevisiae, BacTiter-Glo luminescence, single point, set 2. actives 0.32% (n = 310,000). inhibition, % at 9.4 µM. BacTiter-Glo ATP, 48 h; yeast lacking PDR1 and PDR3 efflux regulators;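 active means every replicate shows inhibition above about 80%, whatever the replicate mean, limit read from the data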;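 further: 0% = DMSO neutral controls and 100% = 20 µM radicicol positive controls; yeast relying on Plasmodium falciparum Hsp90 in place of its own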
PvdQ acylase: P. aeruginosa PvdQ acylase inhibitors, primary screen, biochemical, fluorescence, plate reader and imaging, single point. purified PvdQ acylase. inhibition, % at 10 µM. actives 0.063% (n = 340,000); in the data active means inhibition above about 30%, passing the limit was not always enough;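 further: 0% = vehicle neutral wells and 100% = reference inhibitor wells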
SUMO Mot1 rescue: yeast Mot1-301 growth rescue at high temperature, primary screen, SUMOylation pathway inhibitor project, S. cerevisiae, ATP luminescence, 38.5C; growth rescue, % at 18.8 µM; actives 1% (n = 320,000); S. cerevisiae Mot1-301 growth rescue; percent above DMSO median, 100 means doubled; AID 2716, 2010;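 active means every valid replicate shows activation above 250% relative to neutral control wells; inactive means the rest, any valid replicate at or below 250%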;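 further: OY570 slx delta 5 strain wells were the positive control but not used for scaling; some compounds called inactive have numbers as strong as hits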
Rtt109 HAT inh: inhibitors of C. albicans Rtt109/Vps75 HAT, primary screen, biochemical, ThioGlo CoA-SH fluorescence, plate reader. Histone acetyltransferase RTT109 (Candida albicans (strain SC5314 / ATCC MYA-2876)), …. purified Rtt109/Vps75, 4 h. inhibition, % at 34.9 µM. actives 0.16% (n = 330,000). AID 540336, 2011;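 active means inhibition of at least 50% in every replicate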
Keap1 Nrf2 FP: Keap1-Nrf2 protein-protein interaction inhibitors, primary screen, biochemical, fluorescence polarization, single point; Kelch-like ECH-associated protein 1 (Homo sapiens), Q14145; Keap1 Kelch-Nrf2 peptide fluorescence polarization, 1536-well; inhibition, % at 9.4 µM; actives 0.15% (n = 340,000); AID 504523, 2011; in the data active means inhibition above about 12%;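 further: human Keap1 Kelch domain with fluorescein labeled Nrf2 9mer peptide probe; 0% = neutral control wells and 100% = peptide positive control; higher means more block of Keap1 binding to Nrf2 peptide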
CDK5 inh: inhibitors of human CDK5/p35 kinase, primary screen, biochemical, single concentration. Cyclin-dependent kinase 5 (Homo sapiens) + Cyclin-dependent kinase 5 activator 1 (Homo …. Recombinant CDK5/p35, ADP-Glo luminescence, 60 min. inhibition, % at 10 µM. actives 0.01% (n = 330,000);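 active means highest replicate inhibition of at least 50% and at least 75% of replicates reaching 50%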;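 further: plate controls were DMSO neutral control for no effect and GW8510 at 10 µM for full effect; many of its hits are not listed in these tables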
NSD2 HMT inh: NSD2 histone methyltransferase inhibitors, primary screen, biochemical, AlphaScreen, single concentration, set 2; inhibition, % at 12.5 µM; Histone-lysine N-methyltransferase NSD2 (Homo sapiens), O96028; NSD2 peptide methylation, 120 min; actives 0.54% (n = 310,000); in the data active means inhibition above about 50%
LANA DNA inh: inhibitors of KSHV C-LANA binding to DNA, primary screen, biochemical, fluorescence polarization, FAM-LBS DNA, MBP-C-LANA, single point | actives 0.078% (n = 340,000) | inhibition, % at 9 µM | AID 504423, 2011;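 active means highest replicate inhibition at or above 60% at 9 µM, even if other replicates fall short; inactive means all replicates below 60% inhibition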;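 further: 0% = neutral control wells and 100% = 4 µM acridine orange control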
Cardiac RTF inh: cardiac RTF calcium sensitivity inhibitors, primary screen, biochemical, IANBD-TnC fluorescence, EC70 calcium | IANBD-labeled cardiac RTF, Ca2+ fluorescence | inhibition, % at 7.15 µM | actives 0.12% (n = 340,000) | AID 493244, 2011;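 active means inhibition above the mean inhibition of all tested compounds plus 3 SD, cut at about 17% in these data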;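 further: assay run at fixed EC70 calcium of 1.6 mM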
RTF Ca sens act: cardiac RTF calcium sensitivity activators, primary screen, biochemical, IANBD-TnC fluorescence, EC20 calcium; Troponin I, cardiac muscle (Homo sapiens) + Troponin T, cardiac muscle (Homo sapiens) + …; IANBD-labeled TnC RTF fluorescence at EC20 calcium; 0% EC20 calcium, 100% full calcium; activation, % at 7.2 µM; actives 0.24% (n = 340,000); AID 493008, 2010;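 active means activation above the mean over all tested compounds plus 3 SD, cut at about 30% in these data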;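 further: rise in fluorescence read as greater calcium sensitivity of cardiac thin filaments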
dFosB act: activators of delta FosB homodimer, primary screen, biochemical, fluorescence polarization, TAMRA-CDK5 oligo, single point | actives 0.99% (n = 340,000) | activation, % at 25 µM | purified delta FosB; percent of positive-control signal above neutral wells;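 active means mean activation above about 17%, with every replicate also reaching it, limit read from the data, passing the limit was not always enough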;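 further: fluorescence polarization rise as delta FosB binds a TAMRA Cdk5 AP-1 oligo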
Starred values were filed as active, the others as inactive; x = not tested or not shown.

The line under a structure holds: PfHsp90 set2 | PvdQ acylase | SUMO Mot1 rescue | Rtt109 HAT inh | Keap1 Nrf2 FP | CDK5 inh | NSD2 HMT inh | LANA DNA inh | Cardiac RTF inh | RTF Ca sens act | dFosB act
- CCCNC(=O)COC(=O)c1cccnc1Nc1ccccc1F
→ -6 | 16 | 1 | -3 | -6 | -0.3 | -2 | -1.0 | -5 | 6 | -4
- COc1cc2c3c(c1)c(N=NC(N)=S)c(O)n3C(C)(C)C=C2C
→ 3 | 6 | -4 | -6 | -4 | -1.0 | -2 | 0.7 | 10 | 0 | -4
- COc1ccc(C2CC(=O)N(CC(=O)NCC3CCCO3)c3ccccc3S2)cc1 (centres undefined)
→ 14 | 8 | 3 | x | -2 | 0.3 | 0 | 0.5 | 4 | -4 | -5
- O=C(NC12CC3CC(CC(C3)C1)C2)C1CCCN1C(=O)Nc1ccccc1 (centres undefined)
→ 16 | -7 | -9 | -6 | 1 | -0.5 | -7 | -0.3 | -2 | 1 | 0
- Cc1cnc(NC(=O)CSc2nnc(Cc3ccccc3)o2)s1
→ 10 | 0 | 101 | 7 | 4 | -4.2 | -4 | -0.5 | -6 | 2 | -2
- N#Cc1c(-c2ccccc2)cc(-c2ccccc2)nc1SCc1nnc(-c2ccccc2)o1
→ x | -13 | -12 | -5 | -4 | -5.1 | 4 | 1.1 | -5 | 10 | 2
- Cn1c(=O)c2c(nc(CN3CCN(C(=O)c4ccco4)CC3)n2CC(N)=O)n(C)c1=O
→ -13 | 4 | 8 | 18 | 1 | x | -5 | -1.2 | 5 | -4 | -3
- O=C(CC(C(=O)O)c1c(F)cccc1Cl)c1ccc(Cl)cc1 (centres undefined)
→ -7 | -14 | -1 | -1 | -2 | -4.0 | -1 | -0.7 | -7 | -8 | -1
- CC(C)C[C@H](NC(=O)Nc1ccc2c(c1)OCCO2)C(=O)O
→ 19 | -5 | -38 | 7 | 1 | 1.4 | -10 | 0.0 | -2 | -1 | 5
- O=c1cc(CO)oc(C(Nc2ccccn2)c2ccccc2F)c1O (centres undefined)
→ -19 | -10 | -22 | 9 | -25 | -7.2 | x | 1.2 | -3 | 10 | -3
- CNc1ccc(/C=C/C(=O)c2ccc3c(c2)OCCO3)cc1[N+](=O)[O-]
→ 0 | -5 | -5 | 0 | -1 | -3.2 | -2 | -0.5 | -5 | -1 | -4
- Cc1ccccc1CCN(C(=O)c1csnn1)C(C(=O)NC1CCCC1)c1ccco1 (centres undefined)
→ -5 | -14 | 11 | 1 | -1 | -1.6 | x | 0.2 | 12 | -3 | -1
- COc1ccc(CCN(C)C(=O)C23CC4CC(CC(Cl)(C4)C2)C3)cc1OC
→ -11 | 1 | 23 | 0 | 0 | 0.4 | -1 | -1.6 | 3 | -6 | -12
- CCOCCOC(=O)C(C)Oc1ccc(Oc2ncc(Cl)cc2Cl)cc1 (centres undefined)
→ -4 | -6 | -14 | -3 | -6 | 1.4 | -11 | 0.0 | -3 | 1 | -3
- CCc1ccccc1-n1nnnc1SCC(=O)Nc1ccc(N2CCN(C)CC2)cc1
→ 28 | -3 | -11 | 1 | -5 | -5.7 | 31 | -0.3 | 8 | -3 | -8

Random excerpt: four compounds from above, in no set order.
The line under a structure holds: PfHsp90 set2 | PvdQ acylase | SUMO Mot1 rescue | Rtt109 HAT inh | Keap1 Nrf2 FP | CDK5 inh | NSD2 HMT inh | LANA DNA inh | Cardiac RTF inh | RTF Ca sens act | dFosB act
- Cc1cnc(NC(=O)CSc2nnc(Cc3ccccc3)o2)s1
→ 10 | 0 | 101 | 7 | 4 | -4.2 | -4 | -0.5 | -6 | 2 | -2
- CCCNC(=O)COC(=O)c1cccnc1Nc1ccccc1F
→ -6 | 16 | 1 | -3 | -6 | -0.3 | -2 | -1.0 | -5 | 6 | -4
- COc1ccc(C2CC(=O)N(CC(=O)NCC3CCCO3)c3ccccc3S2)cc1 (centres undefined)
→ 14 | 8 | 3 | x | -2 | 0.3 | 0 | 0.5 | 4 | -4 | -5
- CCOCCOC(=O)C(C)Oc1ccc(Oc2ncc(Cl)cc2Cl)cc1 (centres undefined)
→ -4 | -6 | -14 | -3 | -6 | 1.4 | -11 | 0.0 | -3 | 1 | -3

Remaining list, next part.
The line under a structure holds: PfHsp90 set2 | PvdQ acylase | SUMO Mot1 rescue | Rtt109 HAT inh | Keap1 Nrf2 FP | CDK5 inh | NSD2 HMT inh | LANA DNA inh | Cardiac RTF inh | RTF Ca sens act | dFosB act
- Cc1ccc(F)c(NC(=O)CCOc2ccccc2C)c1
→ 6 | -17 | 2 | 4 | -3 | 0.8 | -7 | -3.1 | -14 | -6 | -10
- Fc1ccc(CNC(=S)Nc2ccc(OC(F)F)cc2)cc1
→ -4 | -5 | -16 | -7 | 2 | -0.8 | 1 | 0.6 | -9 | -2 | 6
- CC(=O)Nc1ccc(NC(=S)NC(=O)c2oc3ccccc3c2C)cc1
→ -3 | -10 | -14 | 7 | 0 | -1.8 | -1 | -0.9 | 2 | 2 | 7
- CCCC(=O)Nc1sc2c(c1C#N)CCCCC2
→ 3 | -13 | 8 | 14 | -3 | -1.5 | -2 | 2.4 | -5 | -1 | -7
- O=C(CSc1nnc(-c2ccc3c(c2)OCCO3)o1)N1CCCC1
→ 14 | -8 | 69 | -21 | -2 | -1.2 | 1 | 1.5 | -14 | 8 | 2
- COC(=O)N/N=C/c1cc(Cl)cc(Cl)c1OCc1ccc(F)cc1
→ 14 | 0 | 23 | 6 | -5 | -1.2 | -4 | -1.1 | 4 | -7 | -3
- COc1cc2ncnc(N[C@H](C)c3ccccc3)c2cc1OC
→ -9 | -18 | -10 | 10 | -6 | 1.2 | -4 | -0.7 | -4 | 4 | -6
- COc1ccc(C(=O)NCCc2nc3cc([N+](=O)[O-])ccc3n2C)cc1
→ -14 | -18 | 1 | -5 | -7 | 0.8 | 0 | -1.2 | 1 | -1 | 1
- O=C(Nc1ccccc1)c1ccc(-n2cnnn2)cc1
→ -4 | -2 | -7 | -4 | -4 | 0.0 | 8 | 0.1 | -7 | -7 | 7
- COc1ccc(OC)c(NC(=O)C2C3CCC(C3=C(C)C)C2C(=O)O)c1 (centres undefined)
→ x | -16 | 93 | -18 | -2 | 0.2 | 38 | 0.1 | -3 | 5 | 4
- Cc1cccc(NC(=O)CSc2nncn2-c2ccccn2)c1
→ 12 | -9 | -10 | -3 | 2 | 0.6 | -2 | -0.8 | 4 | 2 | -8
- CC(=O)/C(=C\Nc1ccc(OCc2ccccc2)cc1)c1ccccc1
→ 10 | -14 | 1 | -22 | -2 | -0.6 | 3 | -1.4 | -2 | -5 | -7
- O=C(N/N=C/c1ccc(COc2ccc(Br)cc2)o1)c1ccc2c(c1)OCO2
→ 8 | 3 | x | 6 | 1 | -0.5 | -3 | 2.2 | -3 | 2 | 12
- O=C1CCN(CCc2ccccc2)CCN1CCSc1ccccc1
→ 5 | -22 | 12 | -10 | -4 | -0.2 | x | -0.8 | 3 | 0 | -4
- O=C(CN1C(=O)c2cccc3cccc(c23)C1=O)N1CCCCCC1
→ 7 | 0 | -15 | -2 | 1 | 0.3 | -5 | -1.0 | -3 | -2 | 7
- Oc1ccc(-c2ccccc2)cc1CN1CCCCCC1
→ -8 | -8 | 341* | 6 | 0 | 2.1 | -3 | -1.9 | 7 | -4 | -1
- O=C(N/N=C/c1ccoc1)c1cc(O)cc(O)c1
→ -14 | -9 | 5 | 0 | -1 | 0.1 | 6 | 6.4 | 3 | -17 | -16
- CC(C)Oc1ccc2c3c(c(=O)oc2c1)CCC3
→ -17 | -11 | 0 | -9 | -3 | 0.3 | 7 | 0.1 | -4 | 0 | -1
- CSCCC(NC(=O)c1ccccc1Cl)C(=O)NCC(c1cccs1)N(C)C (centres undefined)
→ x | 1 | x | -8 | 3 | -0.4 | 2 | -1.3 | -7 | -2 | -4
- CCOc1ncccc1C(=O)OCC(=O)c1cc(OC)c(OC)c(OC)c1
→ 46 | -9 | 9 | -2 | -3 | -4.0 | 1 | -5.9 | -19 | 6 | -15
- COc1ccc(NC2=CC(=O)CC(c3ccccc3)C2)cc1 (centres undefined)
→ 8 | 3 | -2 | 2 | 4 | -0.9 | -4 | 1.5 | -5 | 6 | -2
- CCC(=O)OCCCCCCOc1ccc(C(=O)O)cc1
→ 9 | 6 | -10 | 16 | -1 | -0.1 | -6 | 2.9 | -6 | 0 | 0
- COc1ccc(-c2cc(C(F)(F)F)n3nc(C(=O)N4CCCCC4)cc3n2)cc1
→ 37 | 3 | -24 | -2 | -5 | 1.3 | -2 | -1.7 | -8 | -3 | -10
- CCOC(=O)N1CCN(C(=O)/C(=C/c2ccc(N(C)C)cc2)NC(=O)c2ccccc2)CC1
→ 11 | -10 | 3 | -6 | -9 | -1.4 | 4 | 1.1 | -8 | -3 | -13

An excerpt from above, showing only PfHsp90 set2, CDK5 inh and RTF Ca sens act.
smiles	PfHsp90 set2	CDK5 inh	RTF Ca sens act
O=C(N/N=C/c1ccoc1)c1cc(O)cc(O)c1	-14	0.1	-17
COc1ccc(-c2cc(C(F)(F)F)n3nc(C(=O)N4CCCCC4)cc3n2)cc1	37	1.3	-3
CSCCC(NC(=O)c1ccccc1Cl)C(=O)NCC(c1cccs1)N(C)C (centres undefined)	x	-0.4	-2
CC(C)Oc1ccc2c3c(c(=O)oc2c1)CCC3	-17	0.3	0
